Mito fusion act = mitochondrial division inhibition or fusion activation; S. cerevisiae fusion-defective mutant growth rescue, CellTiterGlo 48 h; Potency, µM (top dose mostly 46.1 µM), for inactives: at the top dose growth rescue (activation), most hits filed as activators; 320,000 compounds, 0.23% hits;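 note: potency is the fitted concentration of half-maximal effect; % of control where 0% means no effect; nearly all actives have a fitted effect of over 45% in size; temperature-sensitive fusion mutants such as fzo1-1 at 37 °C on non-fermentable ethanol glycerol medium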
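S. cerevisiae fusion-defective temperature-sensitive mutants (e.g. fzo1-1, mgm1-5) grown 48 h at 37C in YPEG (ethanol/glycerol non-fermentable) medium with 23 nl compound per well; growth rescue read as CellTiterGlo luminescence.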
TSHR antag = human thyrotropin receptor antagonism | P16473 | 330,000 compounds, 0.2% hits | TSHR-expressing cells, TSH-stimulated cAMP HTRF, 2 h; hits give low values | activity change, negative = inhibition, % at 11.5 µM;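 active = activity change below a set negative limit, meaning inhibition stronger than a set level, cut at about -70% in these data; inconclusive = activity change between two set negative limits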; note: % is set by controls: 0 for no effect and ±100 for the full control effect
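TSHR-expressing cells, 200/well, pre-treated with compound, then stimulated with EC80 TSH (4nM final) for 2 hours at 37 deg C. cAMP measured by competitive HTRF: anti-cAMP cryptate antibody in lysis buffer plus cAMP-d2, read after 30 minutes at room temperature.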
ASM inhibitor = blocks human secretory acid sphingomyelinase. P17405. placental ASM, HMU-PC fluorogenic substrate, 60 min. Potency, µM (series often up to 57.5 µM), inactives show top-dose activity change, negative = inhibition, usual class: inhibitors. 340,000 compounds, 0.006% hits. AID 504937; note: potency is the fitted concentration of half-maximal effect
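Steps: dispense placental human ASM, pin compound, wait 10 min at room temperature, add HMU-PC0 substrate at 9 uM final, incubate 60 min at 37 °C, add stop solution raising pH to 10, read fluorescence.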
MBNL1-CUG inh = MBNL1-poly(CUG) RNA binding inhibition | TR-FRET MBNL1-His/biotin-(CUG)12 binding, 665/545 ratio | Q9NR56 | Potency, µM (doses to about 57.5 µM), without a hit: at the highest dose activity change, negative = inhibition, most hits filed as inhibitors | AID 2675 | 280,000 compounds, 0.036% hits; active = well fitted inhibition curve with a large enough effect in the signal ratio, with a control signal flat, not every such curve was filed as active; inconclusive = small, poorly fitted or top-dose-only effect, or effect the other way, or a change in a side signal; inactive = no such curve, though single readings can be large or run the other way; the % refers to the signal ratio; note: potency is the fitted concentration of half-maximal effect; % is set by controls: 0 for no effect and ±100 for the full control effect
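MBNL1-His + Biotin-(CUG)12, cpd titration 92 nM–58 uM; Tb anti-His Ab 0.055 ng/ul, SA-XL665 5 nM (final); 60 min RT; ratiometric 665/545 nm, Ex 340 nm; normalized to buffer and full-complex controls.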
TCR act = activates T cell receptor signaling | AID 504894 | primary human leukocytes, anti-CD3, IL-2 HTRF, 48 h | Potency, µM (doses to about 9.22 µM), for inactives: at the highest dose activation of IL-2 secretion, most hits filed as activators | 330,000 tested, under 10 active; note: % of control where 0% means no effect
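HTRF read-out of IL-2 secretion: europium cryptate donor excited at 320nm, d2 acceptor emission at 665nm. Cells were primary human leukocytes incubated 48 hr with compounds and a-CD3 beads, supplying TCR signal only.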
A-T KAP1 phos = potential ataxia-telangiectasia treatment; 320,000 compounds, 0.19% hits; Potency, µM (highest dose often 57.5 µM), for inactives: at the highest dose activation, most hits filed as activators; AID 485349; […] A-T fibroblasts, KAP-1 phosphorylation AlphaLISA; neocarzinostatin DNA damage 30 min before lysis; note: potency is the fitted concentration of half-maximal effect; % of control where 0% means no effect; nearly all actives have a fitted effect of over 45% in size
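ATM-like activity read as KAP-1 phosphorylation via AlphaLISA donor/acceptor antibody pairs after lysis and 6 hr at 25C. Cells were ATM-null patient fibroblasts ([…], hTERT), dosed 60 min, then exposed to the DSB inducer NCS for 30 min.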
Integrin act MD = activates integrin-mediated alleviation for muscular dystrophy; alpha7betagal myoblasts, beta-gal FDG fluorescence, 48 h; Potency, µM (titrated, usually from 38.3 µM), for inactives: at the top dose activation, actives largely listed as activators; 350,000 compounds, 0.064% hits; AID 624291;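 note: potency is the fitted concentration of half-maximal effect; 100% = response of the positive control SU9516; nearly all actives have a fitted effect of over 60% in size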
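Alpha7betagal+/- myoblasts (passage 13) were plated 16-24 hr, then exposed to compounds (1:260 dilution of DMSO stock) for 48 hours at 37C. After MPER lysis, β-galactosidase reporter activity was read as FDG fluorescence (ex 480/em 540) after 30 minutes.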
Menin-MLL TR inh = menin-MLL binding inhibition, Texas Red mutant peptide | O00255 | Menin + Texas Red MLL mutant peptide, fluorescence polarization | Potency, µM (highest dose often 61.6 µM), without a hit: at the highest dose FP activity change, negative = inhibition, usual class: inhibitors | 270,000 compounds, 0.23% hits; active = well fitted inhibition curve with a large enough effect in the polarisation, with a control signal flat, not every such curve was filed as active; inconclusive = small, poorly fitted or top-dose-only effect, or effect the other way, or a change in a side signal; inactive = no such curve, though single readings can be large or run the other way; the % refers to the polarisation; note: potency is the fitted concentration of half-maximal effect; % of control where 0% means no effect; many of its hits are not listed in these tables
MLL CXXC-DNA inh = blocks binding of human MLL CXXC domain to DNA; Potency, µM (highest dose often 115 µM), without a hit: top-dose activity change, negative = inhibition, usual class: inhibitors; 290,000 compounds, 0.037% hits; MLL-CXXC / FITC-HOXA9 DNA fluorescence polarization; active = well fitted inhibition curve with a large enough effect in the polarisation, with a control signal flat, not every such curve was filed as active; inconclusive = small, poorly fitted or top-dose-only effect, or effect the other way, or a change in a side signal; inactive = no such curve, though single readings can be large or run the other way; the % refers to the polarisation; note: potency is the fitted concentration of half-maximal effect
Target sequence (Q03164 whole entry, looked up, the tested form may be a part): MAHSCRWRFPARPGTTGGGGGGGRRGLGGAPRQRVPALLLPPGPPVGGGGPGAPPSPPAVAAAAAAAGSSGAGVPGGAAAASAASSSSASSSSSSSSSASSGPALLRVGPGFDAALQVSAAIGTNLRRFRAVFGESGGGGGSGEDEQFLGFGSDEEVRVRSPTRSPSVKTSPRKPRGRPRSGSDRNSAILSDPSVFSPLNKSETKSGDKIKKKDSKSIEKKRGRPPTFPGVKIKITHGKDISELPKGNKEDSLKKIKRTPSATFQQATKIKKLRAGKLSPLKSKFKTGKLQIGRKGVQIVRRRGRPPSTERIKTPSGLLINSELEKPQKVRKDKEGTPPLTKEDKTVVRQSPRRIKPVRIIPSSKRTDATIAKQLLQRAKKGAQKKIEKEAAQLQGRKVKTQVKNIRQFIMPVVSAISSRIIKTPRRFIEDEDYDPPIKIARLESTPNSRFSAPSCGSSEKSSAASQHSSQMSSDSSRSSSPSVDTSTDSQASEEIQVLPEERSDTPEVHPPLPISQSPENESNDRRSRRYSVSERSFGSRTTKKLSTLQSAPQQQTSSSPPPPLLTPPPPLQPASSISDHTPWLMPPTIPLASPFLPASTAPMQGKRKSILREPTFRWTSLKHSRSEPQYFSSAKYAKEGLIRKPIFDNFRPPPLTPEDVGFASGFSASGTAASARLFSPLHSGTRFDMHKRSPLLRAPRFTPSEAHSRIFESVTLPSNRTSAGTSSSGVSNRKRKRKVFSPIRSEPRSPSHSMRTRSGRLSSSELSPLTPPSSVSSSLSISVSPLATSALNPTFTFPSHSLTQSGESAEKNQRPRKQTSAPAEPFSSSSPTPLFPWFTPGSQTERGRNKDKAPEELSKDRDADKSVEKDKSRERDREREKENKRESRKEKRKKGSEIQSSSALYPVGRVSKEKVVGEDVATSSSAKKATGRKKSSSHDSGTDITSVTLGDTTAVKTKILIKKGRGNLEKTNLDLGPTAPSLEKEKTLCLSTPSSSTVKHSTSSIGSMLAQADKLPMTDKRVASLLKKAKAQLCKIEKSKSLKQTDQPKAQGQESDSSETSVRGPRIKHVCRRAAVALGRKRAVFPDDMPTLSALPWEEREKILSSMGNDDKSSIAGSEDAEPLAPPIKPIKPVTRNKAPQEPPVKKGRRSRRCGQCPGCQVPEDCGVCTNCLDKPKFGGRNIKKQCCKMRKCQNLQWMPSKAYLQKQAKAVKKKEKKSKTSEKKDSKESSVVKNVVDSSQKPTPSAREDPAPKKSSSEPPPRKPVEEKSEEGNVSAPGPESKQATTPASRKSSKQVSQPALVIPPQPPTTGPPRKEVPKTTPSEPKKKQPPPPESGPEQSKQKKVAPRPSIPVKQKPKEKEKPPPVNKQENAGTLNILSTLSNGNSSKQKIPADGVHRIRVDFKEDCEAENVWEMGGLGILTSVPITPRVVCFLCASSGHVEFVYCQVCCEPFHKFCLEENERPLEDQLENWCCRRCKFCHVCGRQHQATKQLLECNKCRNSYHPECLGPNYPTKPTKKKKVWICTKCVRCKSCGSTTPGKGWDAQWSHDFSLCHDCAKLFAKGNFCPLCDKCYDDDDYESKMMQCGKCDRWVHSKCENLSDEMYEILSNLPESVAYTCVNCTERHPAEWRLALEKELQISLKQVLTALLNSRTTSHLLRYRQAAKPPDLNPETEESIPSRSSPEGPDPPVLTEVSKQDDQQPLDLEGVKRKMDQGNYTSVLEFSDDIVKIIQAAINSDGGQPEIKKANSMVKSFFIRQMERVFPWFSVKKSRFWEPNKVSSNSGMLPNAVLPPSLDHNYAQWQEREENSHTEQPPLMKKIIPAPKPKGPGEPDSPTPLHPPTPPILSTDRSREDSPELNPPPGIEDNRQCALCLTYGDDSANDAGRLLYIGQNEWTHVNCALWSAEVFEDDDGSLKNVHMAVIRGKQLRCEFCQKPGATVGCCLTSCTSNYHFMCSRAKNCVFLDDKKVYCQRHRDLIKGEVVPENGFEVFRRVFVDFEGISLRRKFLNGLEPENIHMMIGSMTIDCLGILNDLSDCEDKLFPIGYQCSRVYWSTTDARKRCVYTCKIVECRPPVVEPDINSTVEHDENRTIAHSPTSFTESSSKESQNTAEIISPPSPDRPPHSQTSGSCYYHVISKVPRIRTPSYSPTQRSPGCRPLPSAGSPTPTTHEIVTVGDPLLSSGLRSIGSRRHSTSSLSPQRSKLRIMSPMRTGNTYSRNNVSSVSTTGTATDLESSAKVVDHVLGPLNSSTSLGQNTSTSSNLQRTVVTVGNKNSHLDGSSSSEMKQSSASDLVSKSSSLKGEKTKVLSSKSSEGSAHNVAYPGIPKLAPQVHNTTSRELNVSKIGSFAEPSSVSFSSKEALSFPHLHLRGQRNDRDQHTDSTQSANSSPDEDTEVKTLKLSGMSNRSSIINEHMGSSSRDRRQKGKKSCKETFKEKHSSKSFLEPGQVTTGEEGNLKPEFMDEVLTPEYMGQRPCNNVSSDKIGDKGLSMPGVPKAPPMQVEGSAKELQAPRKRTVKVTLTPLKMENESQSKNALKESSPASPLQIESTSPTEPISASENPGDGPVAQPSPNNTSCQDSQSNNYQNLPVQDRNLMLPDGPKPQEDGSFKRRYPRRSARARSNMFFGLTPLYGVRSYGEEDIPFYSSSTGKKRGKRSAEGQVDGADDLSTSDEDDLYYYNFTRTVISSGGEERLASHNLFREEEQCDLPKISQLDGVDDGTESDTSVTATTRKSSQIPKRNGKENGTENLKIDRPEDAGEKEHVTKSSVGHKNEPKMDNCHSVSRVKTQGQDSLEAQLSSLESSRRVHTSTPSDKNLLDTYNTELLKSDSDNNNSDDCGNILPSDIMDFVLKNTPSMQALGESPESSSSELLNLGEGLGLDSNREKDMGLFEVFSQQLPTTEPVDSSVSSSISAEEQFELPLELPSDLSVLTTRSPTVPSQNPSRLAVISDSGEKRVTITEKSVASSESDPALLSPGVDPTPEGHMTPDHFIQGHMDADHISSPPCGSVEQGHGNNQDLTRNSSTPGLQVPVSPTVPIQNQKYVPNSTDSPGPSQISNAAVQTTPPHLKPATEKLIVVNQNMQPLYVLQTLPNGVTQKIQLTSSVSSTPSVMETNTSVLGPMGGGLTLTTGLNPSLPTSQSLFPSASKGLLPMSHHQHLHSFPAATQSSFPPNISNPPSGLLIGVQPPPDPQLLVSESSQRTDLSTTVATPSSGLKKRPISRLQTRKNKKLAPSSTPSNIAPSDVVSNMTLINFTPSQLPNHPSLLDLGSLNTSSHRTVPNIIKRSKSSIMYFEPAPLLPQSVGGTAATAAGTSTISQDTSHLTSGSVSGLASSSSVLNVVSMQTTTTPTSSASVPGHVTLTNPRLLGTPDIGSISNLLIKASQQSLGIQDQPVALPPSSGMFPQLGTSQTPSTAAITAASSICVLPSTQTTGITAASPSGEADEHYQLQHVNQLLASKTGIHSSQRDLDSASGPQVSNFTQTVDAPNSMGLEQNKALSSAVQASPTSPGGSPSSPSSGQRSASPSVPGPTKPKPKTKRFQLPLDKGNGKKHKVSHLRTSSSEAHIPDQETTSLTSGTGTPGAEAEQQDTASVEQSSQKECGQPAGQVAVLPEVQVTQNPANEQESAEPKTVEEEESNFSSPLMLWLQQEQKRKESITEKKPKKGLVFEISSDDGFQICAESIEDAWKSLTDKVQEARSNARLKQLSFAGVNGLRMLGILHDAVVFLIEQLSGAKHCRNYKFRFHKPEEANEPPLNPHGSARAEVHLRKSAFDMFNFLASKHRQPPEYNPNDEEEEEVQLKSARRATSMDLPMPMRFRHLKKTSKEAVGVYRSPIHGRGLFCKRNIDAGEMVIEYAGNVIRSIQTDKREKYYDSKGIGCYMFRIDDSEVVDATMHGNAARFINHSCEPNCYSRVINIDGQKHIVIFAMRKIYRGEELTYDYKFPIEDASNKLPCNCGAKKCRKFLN
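Purified MLL-CXXC (added from a 7 uM solution) was preincubated 5 min at ambient with pinned compounds in 50 mM Tris-HCl pH 7.5, 50 mM NaCl, 1 mM DTT, 0.05% BSA. Fluorescein-labeled HOX-A9 DNA (50 nM solution) followed, 30 min, then polarization read.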
TSG101-PTAP inh = blocks PTAP/TSG101 interaction to inhibit HIV-1 budding. Q99816. Fluorescence polarization, FITC-PTAP peptide / Tsg101 binding. Potency, µM (series often up to 115 µM), for inactives: at the highest dose activity change, negative = inhibition, usual class: inhibitors. 340,000 tested, under 10 active; active = well fitted inhibition curve with a large enough effect in the main read-out, with a control signal flat, not every such curve was filed as active; inconclusive = small, poorly fitted or top-dose-only effect, or effect the other way, or a change in a side signal; inactive = no such curve, though single readings can be large or run the other way; note: potency is the fitted concentration of half-maximal effect; % of control where 0% means no effect
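Compounds were pin-transferred onto Tsg101 binding domain (10 uM final) in HEPES pH 7.5 buffer, then FITC-PTAP peptide was added at 50 nM final. After 20 min at RT, polarization reported peptide displacement across a qHTS concentration series.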
Numbers without * were called inactive; [ ] = dose if it differs, or a comment. Unless noted, calls come from the whole dose curve; as a rule, active = well fitted curve in the direction sought with a large enough effect; inconclusive = small, poorly fitted or top-dose-only effect, or another doubt; inactive = no such curve, though single readings can be large; an effect the other way counts as inactive or inconclusive.

What do the screens show for `COc1cc(C(=O)NCc2nnc(SCC(=O)Nc3ccc4c(c3)OCO4)o2)cc(OC)c1OC`?
Mito fusion act: -2%; TSHR antag: 10; ASM inhibitor: 5%; MBNL1-CUG inh: 7%; TCR act: -4%; A-T KAP1 phos: 1%; Integrin act MD: 18%; Menin-MLL TR inh: 7%; MLL CXXC-DNA inh: 33%[activator]; TSG101-PTAP inh: -2%

Results for CCC(C)NC(=O)C1(O)c2cc(Br)ccc2NC(=O)N1c1cccc(OC)c1 (centres undefined) ?
Mito fusion act: 6%; TSHR antag: -6; ASM inhibitor: 0%; MBNL1-CUG inh: 0%; TCR act: -3%; A-T KAP1 phos: -14%; Integrin act MD: -26%; Menin-MLL TR inh: -1%; MLL CXXC-DNA inh: 55%[activator]; TSG101-PTAP inh: 0%

Results for CCNC(=S)Nc1ccc(C)c(Cl)c1 ?
Mito fusion act: 2%; TSHR antag: 9; ASM inhibitor: 2%; MBNL1-CUG inh: -2%; TCR act: -6%[46.1 µM]; A-T KAP1 phos: -11%; Integrin act MD: 12%; Menin-MLL TR inh: 5%; MLL CXXC-DNA inh: 4%; TSG101-PTAP inh: -3%

How did Cc1ccc(S(=O)(=O)N2CCN(C(=O)COC(=O)COc3ccc(Cl)cc3C)CC2)c(C)c1 do in these assays?
ASM inhibitor: 2%; TCR act: 3%; Integrin act MD: 0%; TSG101-PTAP inh: -2%

What do the screens show for `COc1cccc(NC(=S)N2CCc3cc(OC)c(OC)cc3C2)c1`?
Mito fusion act: -4%; TSHR antag: 3; ASM inhibitor: 2%; MBNL1-CUG inh: 1%; TCR act: 5%; A-T KAP1 phos: -5%; Integrin act MD: -12%; MLL CXXC-DNA inh: -1%; TSG101-PTAP inh: -6%

Results for CN1CCN(C(=O)c2ccc(N(C)S(=O)(=O)c3cccs3)cc2)CC1 ?
Mito fusion act: 17%; TSHR antag: -2; ASM inhibitor: 4%; MBNL1-CUG inh: -11%; A-T KAP1 phos: 0%; Integrin act MD: 26%; Menin-MLL TR inh: 0%; MLL CXXC-DNA inh: -5%; TSG101-PTAP inh: -3%

Results for Cc1cc(NC(=O)CCC(=O)N(CC(=O)NC2CCCC2)Cc2ccc3c(c2)OCO3)no1 ?
Mito fusion act: 0%; TSHR antag: -7; ASM inhibitor: 1%; MBNL1-CUG inh: 0%; TCR act: 0%; A-T KAP1 phos: -1%; Integrin act MD: -12%; Menin-MLL TR inh: 6%; MLL CXXC-DNA inh: -3%; TSG101-PTAP inh: 1%

Results for CCCCn1c(N)c(-c2nc3ccccc3s2)c2c([N+](=O)[O-])nn(CC)c(=O)c21 ?
Mito fusion act: 0%; TSHR antag: -17; ASM inhibitor: -3%; MBNL1-CUG inh: -2%; TCR act: 1%; A-T KAP1 phos: 2%; Integrin act MD: 26%[7.66 µM]; Menin-MLL TR inh: inconclusive; MLL CXXC-DNA inh: -7%; TSG101-PTAP inh: -4%

Results for O=c1oc2ccccc2c(Nc2cccc(O)c2)c1[N+](=O)[O-] ?
Mito fusion act: 0%; TSHR antag: 10; ASM inhibitor: -2%; MBNL1-CUG inh: 16%; TCR act: -6%; A-T KAP1 phos: -4%; Integrin act MD: 9%; MLL CXXC-DNA inh: 2%; TSG101-PTAP inh: -9%

What do the screens show for `O=C(Cc1cccc(F)c1)N1CCOCC1`?
ASM inhibitor: 2%; TCR act: 3%; Integrin act MD: -18%; TSG101-PTAP inh: -1%

How did COc1ccc(N(C(=O)c2ccccc2)S(=O)(=O)c2cccs2)cc1 do in these assays?
Mito fusion act: 2%; TSHR antag: 6; ASM inhibitor: 4%; MBNL1-CUG inh: -3%; TCR act: 2%; A-T KAP1 phos: 5%; Integrin act MD: 11%; Menin-MLL TR inh: 16%; MLL CXXC-DNA inh: 249%[activator]; TSG101-PTAP inh: -2%

How did COc1ccccc1CCC(=O)Nc1ccc2c(c1)CN(Cc1ccc(C)o1)CC2 do in these assays?
Mito fusion act: -3%; TSHR antag: -3; ASM inhibitor: 6%; MBNL1-CUG inh: 8%; TCR act: 5%; A-T KAP1 phos: 4%; Integrin act MD: -27%; MLL CXXC-DNA inh: 17%; TSG101-PTAP inh: 0%

Results for COc1ccc(/C(N)=N/OC(=O)c2ccc(C)c([N+](=O)[O-])c2)cc1 ?
Mito fusion act: -1%; TSHR antag: 4; ASM inhibitor: -3%; MBNL1-CUG inh: 3%; TCR act: -1%; A-T KAP1 phos: -2%; Integrin act MD: 5%; Menin-MLL TR inh: -2%; MLL CXXC-DNA inh: 1%; TSG101-PTAP inh: -2%

What do the screens show for `O=C(NCC(=O)N(c1ccccc1)C(C(=O)NC1CCCCC1)c1ccncc1)c1ccco1` (centres undefined)?
Mito fusion act: 1%; TSHR antag: 8; ASM inhibitor: 0%; MBNL1-CUG inh: -1%; TCR act: -5%; A-T KAP1 phos: -3%; Integrin act MD: 6%; Menin-MLL TR inh: -4%; MLL CXXC-DNA inh: -5%; TSG101-PTAP inh: -6%

Results for CCN(CC)C(=O)CSc1nc2c(sc(=S)n2Cc2ccco2)c(=O)n1-c1ccccc1 ?
Mito fusion act: 25%; TSHR antag: -25; ASM inhibitor: -5%; MBNL1-CUG inh: 12%; TCR act: -7%; A-T KAP1 phos: -6%; Integrin act MD: 17%; Menin-MLL TR inh: -2%; MLL CXXC-DNA inh: 14%; TSG101-PTAP inh: -4%

Results for Cc1ccc(C(=O)N2CCN3C(=O)c4ccccc4C23c2ccccc2)cc1 (centres undefined) ?
Mito fusion act: 14%; TSHR antag: -12; ASM inhibitor: 4%; MBNL1-CUG inh: -15%; TCR act: 4%; A-T KAP1 phos: 2%; Integrin act MD: 10%; Menin-MLL TR inh: -11%; MLL CXXC-DNA inh: -5%; TSG101-PTAP inh: -1%

Results for CC(C)OCCCNC(=O)C1CC(=O)N(CCc2ccccc2)C1 (centres undefined) ?
Mito fusion act: 10%; TSHR antag: 22; ASM inhibitor: 5%; MBNL1-CUG inh: 5%; TCR act: -8%; A-T KAP1 phos: 7%; Integrin act MD: -16%; Menin-MLL TR inh: -10%; MLL CXXC-DNA inh: inconclusive; TSG101-PTAP inh: -7%

How did CC1CC(C)CN(S(=O)(=O)c2ccc(NC(=O)c3ccc(=O)[nH]c3)cc2)C1 (centres undefined) do in these assays?
Mito fusion act: 1%; TSHR antag: 1; ASM inhibitor: 0%; TCR act: 2%; A-T KAP1 phos: -10%; Integrin act MD: 9%; TSG101-PTAP inh: -4%

Results for O=S(=O)(c1ccc(-c2nnc(SCc3nnc(-c4ccccc4)o3)o2)cc1)N1CCCC1 ?
Mito fusion act: -1%; TSHR antag: -4; ASM inhibitor: -2%; MBNL1-CUG inh: -5%; TCR act: 3%; A-T KAP1 phos: 3%; Integrin act MD: -20%; Menin-MLL TR inh: inconclusive; MLL CXXC-DNA inh: -9%; TSG101-PTAP inh: -6%

What do the screens show for `Cc1nnc(SCc2cc(=O)[nH]c(N3CCN(Cc4ccccc4)CC3)n2)s1`?
Mito fusion act: 5%; TSHR antag: 1; ASM inhibitor: -1%; MBNL1-CUG inh: -7%; TCR act: -1%; A-T KAP1 phos: 8%; Integrin act MD: 6%; Menin-MLL TR inh: -17%; MLL CXXC-DNA inh: -1%; TSG101-PTAP inh: -8%

What do the screens show for `COCCCNC(=O)CN(c1ccc(F)cc1)S(=O)(=O)c1ccc2c(c1)OCCO2`?
Mito fusion act: 2%; TSHR antag: 15; ASM inhibitor: 1%; MBNL1-CUG inh: -3%; TCR act: -3%; A-T KAP1 phos: 1%; Integrin act MD: 11%; Menin-MLL TR inh: 0%; MLL CXXC-DNA inh: -2%; TSG101-PTAP inh: -3%

Results for C[C@H]1CN([C@@H](C)CO)C(=O)c2cccc(NC(=O)c3ccc(-c4nccs4)cc3)c2O[C@@H]1CN(C)C(=O)NC1CCCCC1 ?
TSHR antag: -11; ASM inhibitor: -2%; TCR act: 0%; A-T KAP1 phos: 0%; Integrin act MD: -15%; TSG101-PTAP inh: -1%

Results for O=C(Nc1ccccc1)C1CCN(C(=O)c2ccco2)CC1 ?
Mito fusion act: 1%; TSHR antag: 1; ASM inhibitor: -5%; MBNL1-CUG inh: -3%; TCR act: -12%; A-T KAP1 phos: 5%; Integrin act MD: 16%; MLL CXXC-DNA inh: 4%; TSG101-PTAP inh: 1%

Not all compounds are listed. The share of hits here may be higher or lower than overall.
